LmPK inh = LmPK (Leishmania mexicana) enzyme inhibition; Q27686; Potency, µM (highest dose often 57.5 µM), without a hit: top-dose activity change, negative = inhibition, most hits filed as inhibitors; purified LmPK, Kinase-Glo ATP luminescence, 1 h; actives 0.37% (n = 290,000)
Target sequence (Q27686 whole entry, looked up): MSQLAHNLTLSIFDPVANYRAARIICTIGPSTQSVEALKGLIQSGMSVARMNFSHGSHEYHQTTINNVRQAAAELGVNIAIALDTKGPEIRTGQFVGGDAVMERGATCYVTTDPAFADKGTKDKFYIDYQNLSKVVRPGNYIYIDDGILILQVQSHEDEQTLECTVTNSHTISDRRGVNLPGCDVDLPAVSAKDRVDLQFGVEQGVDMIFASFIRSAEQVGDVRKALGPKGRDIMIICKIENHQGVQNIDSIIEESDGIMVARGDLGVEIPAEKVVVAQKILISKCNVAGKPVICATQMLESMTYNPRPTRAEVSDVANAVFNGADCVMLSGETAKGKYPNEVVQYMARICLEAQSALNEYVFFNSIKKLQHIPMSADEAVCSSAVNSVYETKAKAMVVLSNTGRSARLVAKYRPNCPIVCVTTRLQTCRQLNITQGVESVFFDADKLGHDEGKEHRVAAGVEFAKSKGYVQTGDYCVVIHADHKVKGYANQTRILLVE
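qHTS format; LmPK 0.1 nM; substrates PEP 0.5 mM and ADP 0.1 mM. One-hour room-temperature incubation, then coupled luciferase luminescence; 0.5 nM enzyme wells mark activation.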
Sm TGR inh = S. mansoni TGR enzyme inhibition | Q962Y6 | purified TGR, DTNB reduction, TNB absorbance 405 nm | Potency, µM (highest dose often 114 µM), inactives show top-dose activity change, negative = inhibition, usual class: inhibitors | actives 3% (n = 360,000); further: nearly all actives have a fitted effect of over 60% in size
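TGR 20 nM + NADPH 100 uM (dispensed conc.), cpd preinc 15 min RT; start with NADPH (500 uM addition) then DTNB (15 mM addition). Kinetic TNB absorbance, 405 nm filter. Four-parameter Hill fit across titration.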
HCV inhibitor = blocks hepatitis C virus; Huh7.5.1 HCVcc-Cre infection, luciferase reporter, 44 h; Potency, µM (titrated, usually from 41.8 µM), inactives show at the highest dose activity change, negative = inhibition, actives largely listed as inhibitors; actives 3.4% (n = 340,000); AID 651820
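Cells (1,000/well) were plated 4 h before compound, then infected with HCVcc-Cre virus (~0.5 moi). After 44 h further culture, infection was read as luciferase luminescence following a 15 min substrate incubation at room temperature.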
TbPYK inhibitor = T. brucei pyruvate kinase inhibition; Q57TT1; TbPYK enzyme, Kinase-Glo Plus ATP luminescence, 45 min; Potency, µM (doses to about 76.8 µM), without a hit: at the highest dose activity, negative = inhibition, hits mostly inhibitors; actives 0.12% (n = 410,000); AID 624173; further: nearly all actives have a fitted effect of over 50% in size
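Activity of T. brucei pyruvate kinase was followed by Kinase-Glo Plus luminescence after the enzyme reacted 45 min at room temperature with 130 uM ADP (final) and substrate. Test compounds were added before ADP at multiple concentrations.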
Pf growth 96h = P. falciparum growth inhibition at 96 hours; Potency, µM (series often up to 28.7 µM), for the others: top-dose activity change, negative = inhibition, hits mostly inhibitors; P. falciparum luciferase reporter growth, 96 h; actives 6.9% (n = 320,000)
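Two parasite generations (96 h, 37 C, 5% CO2) of compound exposure in infected erythrocytes (0.05% parasitemia, 2% hematocrit). Luciferase-reporter P. falciparum; decreased luminescence indicates inhibited growth, aimed at apicoplast-acting delayed death.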
Pf growth 48h = inhibits P. falciparum growth in the first generation, 48 h; P. falciparum luciferase growth in erythrocytes, 48 h; Potency, µM (series often up to 28.7 µM), without a hit: at the top dose activity change, negative = inhibition, most hits filed as inhibitors; actives 5.9% (n = 310,000)
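Luciferase-expressing P. falciparum in infected erythrocytes (2% hematocrit, 0.1% parasitemia final) in RPMI 1640/0.5% Albumax were exposed to compound for 48 hours at 37 C, 5% CO2; growth read as luminescence.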
Starred values were filed as active, the others as inactive; ? = inconclusive; / = not tested or not shown; & = joins results of further samples; [ ] = dose if it differs, or a comment. The call rests on the fitted dose curve; in most records, active means well fitted curve in the direction sought with a large enough effect; inconclusive means small, poorly fitted or top-dose-only effect, or another doubt; inactive means no such curve, though single readings can be large; an effect the other way counts as inactive or inconclusive. On the % scale 0 is the no-effect control and ±100 the full control effect; potency means the concentration at half of the fitted maximal effect.

Sample of the layout:
Value order: TbPYK inhibitor	HCV inhibitor	Pf growth 96h	Sm TGR inh	LmPK inh	Pf growth 48h
- O=C1/C(=C/c2cccnc2)SC(=S)N1c1ccc(O)cc1
  0%	-3%	24%	-18%	0%	-5%
- CN(C(=O)c1cccc(OC2CCN(S(=O)(=O)N(C)C)CC2)c1)C1CCOC1 (configuration not stated)
  2%	7%	25%	-17%	-6%	0%
- O=C(O)c1cc(S(=O)(=O)N(Cc2ccccc2)c2ccc(Cl)cc2)ccc1Cl
  -4%	17%	-8%	2%	7%	-11%
- CC12CCC(C(=O)N(CCCCN3CCN(c4ccccn4)CC3)C1=O)C2(C)C (configuration not stated)
  8%	-4%	9.3µM*	-8%	-2%	?
- CSc1ccc(/C=N/n2c(Cc3ccc(Br)cc3)n[nH]c2=S)cc1
  -19%	-20%	4%	0%	-4%	?

This part in full, repeating the preview:
Value order: TbPYK inhibitor	HCV inhibitor	Pf growth 96h	Sm TGR inh	LmPK inh	Pf growth 48h
- O=C1/C(=C/c2cccnc2)SC(=S)N1c1ccc(O)cc1
  0%	-3%	24%	-18%	0%	-5%
- CN(C(=O)c1cccc(OC2CCN(S(=O)(=O)N(C)C)CC2)c1)C1CCOC1 (configuration not stated)
  2%	7%	25%	-17%	-6%	0%
- O=C(O)c1cc(S(=O)(=O)N(Cc2ccccc2)c2ccc(Cl)cc2)ccc1Cl
  -4%	17%	-8%	2%	7%	-11%
- CC12CCC(C(=O)N(CCCCN3CCN(c4ccccn4)CC3)C1=O)C2(C)C (configuration not stated)
  8%	-4%	9.3µM*	-8%	-2%	?
- CSc1ccc(/C=N/n2c(Cc3ccc(Br)cc3)n[nH]c2=S)cc1
  -19%	-20%	4%	0%	-4%	?
- Cc1nc(COc2cc3oc(=O)cc(C)c3cc2Cl)cs1
  0%	10%	17%	0%	3%	56%[activator]
- COc1ccccc1N1C(=O)CCC1(C#N)c1ccccc1 (configuration not stated)
  -8%	9%	23%	-2%	2%	-3%
- O=c1[nH]cc(-c2ccc(Br)cc2)n1Cc1ccccc1
  2%	3%	?	-20%	6%	-13%
- Cc1ccc(NC(=O)Cc2nc(-c3c[nH]c(C(=O)N4CCCC4)c3)cs2)c(C)c1
  3%	?	?	?	/	?
- O=C(COc1ccc2ccc(=O)oc2c1)Nc1nccs1
  -4%	1%	197%[activator]	5%	-4%	161%[activator]
- C#CCOCCOCCOCCNc1nc(N2CCN(C(=O)CCCCCCCCCCNC(=O)[C@H]([C@@H](C)CC)n3cc(CCCCN=C(N)N)nn3)CC2)nc(N2CCN(C(=O)CCCCCCCCCCNC(=O)[C@H](CO)n3cc(CCCCCN)nn3)CC2)n1
  0%	?	5.2µM*	45µM*	/	5.2µM*
- Cc1ccc(N=C2NC(=O)/C(=C/C=C/c3ccco3)S2)cc1
  1%	-4%	?	45µM*	-4%	?
- CC(=O)Nc1ccc2c(c1)nc(CCNC(=O)c1ccco1)n2C
  0%	7%	8%	-14%	2%	12%
- COc1ccccc1NC(=O)CN(Cc1ccco1)C(=O)c1ccc(-n2nc(C)cc2C)cc1
  2%	-4%	20%	-24%	0%	?
- Cc1ccc(OCC(=O)NCCCNC(=O)COc2ccc(C)cc2)cc1
  -2%	9%	?	5%	0%	-13%

Next part.
Value order: TbPYK inhibitor	HCV inhibitor	Pf growth 96h	Sm TGR inh	LmPK inh	Pf growth 48h
- CCN(CC)S(=O)(=O)c1ccc(O)c(C(=O)OCC(=O)Nc2ccc(OC(F)(F)F)cc2)c1
  -6%	14%	-3%	19%	-3%	27%
- Cc1cc(NC(=O)Cn2c(=O)c3c(ncn3CCC(C)C)n(Cc3ccccc3)c2=O)no1
  /	-8%	6%	-2%&4%	2%&0%	3.3µM*
- CC1(C)C(C(=O)O)N2C(=O)C(NC(=O)Cc3ccccc3)C2S1=O (configuration not stated)
  -6%	13%	-4%	-6%	3%	-20%
- CCCCn1c(N)c(N(CC)C(=O)c2cccc(S(=O)(=O)N3CCCc4ccccc43)c2)c(=O)[nH]c1=O
  -12%	-3%	?	0%	/	-13%
- O=C1NC2(CCCCC2)Cc2ccccc21
  0%	17%	23%	2%	-1%	-11%
- CC(=O)Nc1cccc(NC(=O)CSc2nc(=O)n(Cc3ccccn3)c3c2CCC3)c1
  2%	-26%	-15%	5%	/	?
- Cc1nonc1C1CCCN1Cc1nc(-c2ccc(F)cc2F)oc1C (configuration not stated)
  2%	-17%	?	-26%	4%	?
- COc1ccc2c(C)c(Cl)c(=O)oc2c1
  3%	-7%	-12%	0%	4%	0%
- COC(=O)C(C(=O)OC)C(C(C)C)C(C(=O)OC)C(=O)OC
  -1%	11%	-1%	-5%	2%	-2%
- Cc1cccc(OCC(=O)NCc2n[nH]c(=O)c3ccccc23)c1
  -4%	?	27%	-5%	/	20%
- O=C(O)CCS(=O)(=O)c1nc(-c2cccs2)cc(C(F)(F)F)n1
  -24%	-4%	?	50µM*	-3%	/
- O=C1C(=O)N(CCCN2CCOCC2)C(c2ccc(Cl)cc2)/C1=C(\O)c1ccc2c(c1)OCCO2 (configuration not stated)
  -12%	12%	-24%	?	-8%	10%
- O=C(CSc1nc2sc3c(c2c(=O)[nH]1)CCCC3)NCCO
  1%	-12%	6%	-1%	2%	35%[activator]
- COc1cccc(NC(=O)CC2COc3ccccc3O2)c1 (configuration not stated)
  -4%	-1%	/	1%	-2%	11%
- O=C(COC(=O)C1CCC1)Nc1cccc(Cl)c1
  -1%	3%	30%[activator]	-17%	/	?

(more compounds)
Value order: TbPYK inhibitor	HCV inhibitor	Pf growth 96h	Sm TGR inh	LmPK inh	Pf growth 48h
- Cc1ccc(O)c(/C=N/NC(=O)COc2ccc3c(C)cc(=O)oc3c2)c1
  -3%	?	10µM*	2%	4%	?
- CCN(CC)c1nc(C)nc2c1sc(=S)n2C
  -8%	?	60%[activator]	8%	8%	12%
- CCN(CC)C(=O)CSc1nc2ccccc2c(=O)n1OC(C)C
  -4%	-4%	/	4%	2%	-10%
- Cc1sc2ncnc(N(C)Cc3ccco3)c2c1C
  3%	?	-29%	-2%	-12%	/
- O=C(CCc1ccccc1)Nc1nnc(-c2ccc3c(c2)OCCO3)o1
  -3%	4%	66%[activator]	4%	3%	1%
- O=c1oc2ccccc2c(NCCO)c1[N+](=O)[O-]
  2%	1%	?	-9%	3%	28%
- Cc1ccc(OCC(=O)Nc2ccc3c(c2)OCO3)c(C)c1
  0%	?	?	15%	-3%	16%
- O=C1CS/C(=N\N=C\c2ccco2)N1c1ccccc1
  0%	-10%	5%	14µM*	14%	28%
- S=C(NCCCN1CCOCC1)NC1CC1
  -1%	10%	?	-4%	-4%	9%
- O=C1NC(=O)/C(=C/c2cccc3ccccc23)S1
  -3%	7%	-15%	-4%	-8%	1%
- Cc1ccc(SCC(=O)NCCc2ccccc2)cc1
  0%	8%	?	9%	2%	20%
- COc1cccc(CNc2ncn[nH]2)c1OCc1ccccc1F
  -2%	7%	?	4%	5%	?
- CCN1C(=O)C(=C2C=C(C)OC(C)=C2)C(=O)N(CC)C1=S
  0%	13%	-1%	-1%	0%	9%
- O=C(COc1ccc(C(=O)c2ccccc2)cc1)NCC(=O)Nc1ccccc1Br
  -1%	5%	-12%	-3%	2%	3%
- CC1=C(C(=O)NCCc2ccc(C)cc2)C2(CCC(C)CC2)OC1=O (configuration not stated)
  2%	-7%[8.37 µM]	?	-1%	3%	23%

An excerpt of these results, with tabs:
Molecule	TbPYK inhibitor	HCV inhibitor	Pf growth 96h	Sm TGR inh	LmPK inh	Pf growth 48h
CCN1C(=O)C(=C2C=C(C)OC(C)=C2)C(=O)N(CC)C1=S	0%	13%	-1%	-1%	0%	9%
COc1cccc(CNc2ncn[nH]2)c1OCc1ccccc1F	-2%	7%	?	4%	5%	?

Next section
Value order: TbPYK inhibitor	HCV inhibitor	Pf growth 96h	Sm TGR inh	LmPK inh	Pf growth 48h
- Cn1ccsc1=NC(=O)c1cc(S(=O)(=O)N2CCOCC2)ccc1F
  -7%	14%	-5%	0%	/	?
- CC1CN(c2ccc([N+](=O)[O-])c(N3CCCCC3)c2)CCN1 (configuration not stated)
  0%	-17%	?	0%	-1%	?
- CCOC(=O)c1cc(-c2ccc(C)cc2)n(CC(=O)NCc2ccco2)c1C
  -2%	-9%	10%	-34%	8%	/
- O=C(NCCCNC(=O)c1ccccn1)c1ccc(F)cc1
  -4%	7%	35%	0%	0%	5%
- Cc1nc([N+](=O)[O-])cn1CC(=O)Nc1ccc(Cl)cc1
  -5%	-6%	-4%	10%	-3%	26%
- C/C(CC(=O)Nc1ccccn1)=N\NC(=O)C(=O)Nc1cccc(Cl)c1C
  3%	1%	?	-1%	4%	36%[activator]
- COc1ccccc1CCNC(=O)CC1C(=O)NCCN1CCCc1ccccc1 (configuration not stated)
  4%	-3%	9%	-27%	-1%	?
- Cc1ccccc1-n1ncc2c1CC(C)(C)CC2NC(=O)CCN1CCCCC1=O (configuration not stated)
  1%	16%	-16%	5%	-1%	?
- CC(=O)NNC(=S)NC(=O)c1cccc([N+](=O)[O-])c1
  -26%	4%	28%	?	-5%	20%
- O=C(Nc1c2c(nn1-c1ccccc1)CSC2)c1ccc(N2C(=O)CCC2=O)cc1
  3%	?	67%[activator]	-8%	0%	-11%
- Cn1c(=O)[nH]c(=O)c2c1nc(N1CCCC1)n2CCO
  1%	22%	-15%	-26%	1%	12%
- Cc1cccc(C(=O)NNC(=O)c2ccc(NS(=O)(=O)c3cccs3)cc2)c1C
  2%	3%	7%	6%	/	18%
- O=C(N/N=C/c1cc(Br)cs1)c1ccccc1[N+](=O)[O-]
  3%	?	60%[activator]	-2%	-5%	-5%
- Cc1nc2ccc(NC(=O)COc3ccccc3F)cc2s1
  -2%	-20%	100%[activator]	6%	0%	97%[activator]
- N#Cc1nc(-c2ccco2)oc1N1CCN(Cc2ccccc2)CC1
  5%	16%	-43%	11%	-2%	?

More records
Value order: TbPYK inhibitor	HCV inhibitor	Pf growth 96h	Sm TGR inh	LmPK inh	Pf growth 48h
- COc1ccc(CSCC(=O)Nc2ccc(S(=O)(=O)N3CCCCCC3)cc2)cc1
  -13%	-21%	?	0%	3%	?
- O=C(CSC(=S)N1CCCCC1)Nc1ncc2c(n1)CCCC2=O
  -4%	-6%	11%	12%	3%	3%
- COc1ccc(S(=O)(=O)NCCC(=O)N2CCCN(C)CC2)cc1
  3%	6%	?	-5%	/	-3%
- Cn1c(=O)c(C(=O)NCCc2ccc(Cl)cc2)c(O)c2ccccc21
  3%	-11%	?	0%	1%	0%
- COc1cc(OC)c(NC(=O)CCNS(=O)(=O)c2ccc3c(c2)CC(C)N3C(C)=O)cc1Cl (configuration not stated)
  10%	-9%	322%[activator]	-1%	-1%	-27%
- COCCC(=O)N1CCC(Oc2ccc(C(=O)NCc3csc(C)n3)cc2)CC1
  3%	13%	14%	3%	0%	-8%
- CN(C)S(=O)(=O)c1cccc(NC(=O)c2cncc(Br)c2)c1
  -3%	?	64%[activator]	-9%	6%	25%
- c1ccc(-c2nnc3ccc(N4CCC5(CC4)OCCO5)nn23)cc1
  -2%	-15%	10%	1%	5%	?
- Cn1c(=O)n(Cc2ccco2)c(=N)c2c3c(sc21)CCCC3
  0%	10µM*	16%	17%	4%	-20%
- CC(C)(C)NC(=O)CCc1ncc(C(F)(F)F)cc1Cl
  -11%	11%	9%	-9%	-5%	0%

Compound activity (PubChem BioAssay)
